Giardia killer = Small Molecules that selectively kill Giardia lamblia: qHTS. Giardia lamblia trophozoite viability. activity change, % at 7.66 µM, hits read low. actives 0.15% (n = 340,000); in the data active = activity change below about -80%; inconclusive = between about -30% and that limit;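 note: parasites exposed to compound for two days anaerobically before the ATP read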
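ATP-content bioluminescence gauges trophozoite survival. Cells (100/well) receive compound and incubate anaerobically for 48 hrs at 37 deg C; detection reagent follows for 15-30 min at room temperature.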
KCNH2 3.1 inh = qHTS for Inhibitors of KCHN2 3.1: Mutant qHTS; U2OS KCNH2 3.1, thallium flux FluxOr; hits give low values; activity change, % (tested at about 1.8 µM); actives 0.95% (n = 340,000); AID 720553, 2013;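 active = maximum activity change below -70%; inconclusive = maximum activity change from -70% to -50%; inactive = maximum activity change above -50%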;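 note: thallium influx rate constant from kinetic fluorescence after stimulation buffer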
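Virally transduced U2OS (3.1 isoform, 4 h infection in dark at RT) → overnight 37 C → FluxOr + Red40 in HBSS/HEPES, 45 min → stimulation buffer, 2 min kinetic read → rate constant vs DMSO controls.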
Coupling enz = qHTS Assay for Inhibitors of Fructose-1,6-bisphosphate Aldolase from Giardia Lamblia: Coupling assay counterscreen; coupling enzyme system counterscreen, AmpLite Red fluorescence; activity change, negative = inhibition, % at 58.2 µM, hits read low; actives 0.67% (n = 290,000); AID 2472, 2010; in the data active = activity change below about -30%
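Activity here indicates interference with the coupling reaction, not aldolase inhibition. Compounds at 57.5 uM final met coupling enzymes for 10 min at RT; substrate and AmpLite Red detection followed, with a 525/598 nm fluorescence read after 20 min.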
B2AR arrestin = qHTS assay of beta-arrestin-biased ligands of beta2-adrenergic receptor; beta-arrestin recruitment to beta2AR, cell-based reporter; Potency, µM (top dose mostly 46.1 µM), for the others: top-dose activation, hits mostly activators; actives 0.02% (n = 330,000); AID 492947, 2010;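 note: potency is the fitted concentration of half-maximal effect; 0% = DMSO controls and full agonism = EC100 isoproterenol or metaproterenol; nearly all actives have a fitted effect of over 65% in size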
Chronic BCR inh = qHTS Assay to Find Inhibitors of Chronic Active B-Cell Receptor Signaling | ABC-DLBCL IkBa-CBG/CBR reporter, luminescence ratio, 4 h | Potency, µM (doses to about 46.1 µM), without a hit: at the top dose ratio change, negative = lower green/red ratio, actives largely listed as inhibitors | actives 0.05% (n = 340,000); active = well fitted inhibition curve with a large enough effect in the signal ratio, with a control signal flat, not every such curve was filed as active; inconclusive = small, poorly fitted or top-dose-only effect, or effect the other way, or a change in a side signal; the % refers to the signal ratio;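 note: potency is the fitted concentration of half-maximal effect; plate controls were basal doxycycline-induced cells for no effect and cells given 10 µM MG132 for full effect; MG132 reads +100%, hits lower the ratio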
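TMD8 ABC-DLBCL cells carrying doxycycline-inducible green luciferase fused to IkappaBalpha plus unfused red luciferase were exposed to compounds (up to 46 uM) for 4 hrs at 37C. Activity came from the overlap-corrected green/red luminescence ratio.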
USP2a block = qHTS Assay for Inhibitors of Ubiquitin-specific Protease USP2a Using CHOP2 as the Reporter; AID 463254, 2010; Potency, µM (titrated, usually from 38.3 µM), without a hit: at the top dose activity change, negative = inhibition, usual class: inhibitors; actives 0.01% (n = 330,000); USP2 core, Ub-CHOP2 coupled fluorogenic reporter, 485/531; Ubiquitin carboxyl-terminal hydrolase 2 (Homo sapiens), O75604;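 note: potency is the fitted concentration of half-maximal effect; plate controls were DMSO wells for no effect and full inhibition by NEM control for full effect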
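Deubiquitinase activity read as fluorescence (485/531 nm) after Ub-CHOP2 cleavage activates the enterokinase reporter on its substrate; USP2 core 10nM, Ub-CHOP2 and substrate 25nM each, 30min compound preincubation then 60min RT; data normalized to NEM, curves fitted.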
PKM2 act = qHTS Assay for Activators of Human Muscle isoform 2 Pyruvate Kinase; AID 1631, 2009; actives 0.34% (n = 260,000); purified PKM2, Kinase-Glo ATP luminescence, activation; response scale: 0% is enzyme alone, no compound; Pyruvate kinase PKM (Homo sapiens), P14618; Potency, µM (titrated, usually from 57.5 µM), without a hit: top-dose activation, usual class: activators; note: potency is the fitted concentration of half-maximal effect; nearly all actives have a fitted effect of over 55% in size
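Purified hPK-M2 (>95% pure) converted ADP (0.1 mM final) to ATP with 0.5 mM PEP in 50 mM imidazole pH7.2, KCl, MgCl2, Tween 20, BSA; 1 h at room temperature. ATP detected by Kinase-Glo luminescence.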
GALK inhibitor = qHTS Assay for Inhibitors of Human Galactokinase (GALK) | P51570 | Purified GALK, Kinase-Glo residual ATP luminescence | Potency, µM (top dose mostly 57.5 µM), inactives show top-dose activity change, negative = inhibition, actives largely listed as inhibitors | actives 0.007% (n = 270,000); note: potency is the fitted concentration of half-maximal effect
Target sequence (P51570 whole entry, looked up): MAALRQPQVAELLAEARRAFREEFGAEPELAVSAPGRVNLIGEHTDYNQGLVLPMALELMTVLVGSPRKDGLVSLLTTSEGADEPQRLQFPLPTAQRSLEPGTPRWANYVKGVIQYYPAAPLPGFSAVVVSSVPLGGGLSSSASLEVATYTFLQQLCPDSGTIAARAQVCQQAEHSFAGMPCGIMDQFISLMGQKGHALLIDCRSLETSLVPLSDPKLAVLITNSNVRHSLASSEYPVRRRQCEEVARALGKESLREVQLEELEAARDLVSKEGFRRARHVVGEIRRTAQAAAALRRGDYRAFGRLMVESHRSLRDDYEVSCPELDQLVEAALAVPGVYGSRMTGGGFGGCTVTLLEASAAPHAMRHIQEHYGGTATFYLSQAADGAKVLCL
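5 nM enzyme, 35 uM ATP, 100 uM galactose, 20 mM HEPES pH8.0, 5 mM MgCl2; 1 h RT; residual ATP by Kinase-Glo Plus luminescence, qHTS format.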
Eya2 phos inh = qHTS Assay for Inhibitors of the Phosphatase Activity of Eya2; Protein phosphatase EYA2 (Homo sapiens), O00167; recombinant Eya2, OMFP fluorescence dephosphorylation (OMFP is methylfluorescein phosphate); Potency, µM (titrated, usually from 76.9 µM), inactives show top-dose activity, negative = inhibition, usual class: inhibitors; actives 0.006% (n = 330,000); AID 488837, 2010; note: potency is the fitted concentration of half-maximal effect
Target sequence (O00167 whole entry, looked up): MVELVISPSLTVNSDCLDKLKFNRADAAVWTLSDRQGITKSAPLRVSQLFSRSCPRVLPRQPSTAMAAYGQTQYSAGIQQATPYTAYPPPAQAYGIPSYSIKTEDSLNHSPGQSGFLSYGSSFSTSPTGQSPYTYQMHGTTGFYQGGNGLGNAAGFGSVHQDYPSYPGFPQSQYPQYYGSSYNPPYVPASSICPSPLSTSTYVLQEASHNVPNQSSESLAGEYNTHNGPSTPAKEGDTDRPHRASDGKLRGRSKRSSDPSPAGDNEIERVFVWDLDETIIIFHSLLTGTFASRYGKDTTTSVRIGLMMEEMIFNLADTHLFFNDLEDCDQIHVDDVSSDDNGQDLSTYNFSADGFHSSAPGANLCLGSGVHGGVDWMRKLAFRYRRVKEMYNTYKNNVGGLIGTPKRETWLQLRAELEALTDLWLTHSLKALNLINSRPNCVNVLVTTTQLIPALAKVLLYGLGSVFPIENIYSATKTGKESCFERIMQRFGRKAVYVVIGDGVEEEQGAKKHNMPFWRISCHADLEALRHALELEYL
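Eya2 protein (added as 0.2 uM solution) was preincubated with compound for 10 min at ambient temperature in 50 mM HEPES pH 7.5, 50 mM NaCl, 5 uM MgCl2, 0.05% BSA, 1 mM DTT. OMFP (added at 50 uM) then reacted 10 min; fluorescence read at 485/525 nm.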
KCNH2 WT inh = qHTS for Inhibitors of KCHN2 3.1: Wildtype qHTS; U2OS, BacMam KCNH2, thallium flux FluxOr; hits give low values; activity change, % at 1.84 µM; actives 0.37% (n = 340,000);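 active = maximum activity change below -70%; inconclusive = maximum activity change between -70% and -50%; inactive = maximum activity change above -50%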
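U2OS cells transduced with wild-type KCNH2 virus are loaded with FluxOr dye for 45 min, and thallium flux is measured in kinetic reads before and after stimulation buffer. Rate constants are normalized to DMSO controls.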
uPA generation = qHTS for Inhibitors of Cell Surface uPA Generation | cell surface uPA generation assay, qHTS | Potency, µM (top dose mostly 38.3 µM), without a hit: top-dose activity change, negative = inhibition, most hits filed as inhibitors | actives 0.31% (n = 330,000); active = well fitted inhibition curve with a large enough effect; inconclusive = small, poorly fitted or top-dose-only effect; inactive = no such curve, though single readings can be large or run the other way; tested in mouse RAW 264.7 cells; note: potency is the fitted concentration of half-maximal effect; nearly all actives have a fitted effect of over 55% in size
The depositor's hits bear a star; ? = inconclusive; . = no result given; & = joins results of further samples. Unless noted, calls come from the whole dose curve; as a rule, active = well fitted curve in the direction sought with a large enough effect; inconclusive = small, poorly fitted or top-dose-only effect, or another doubt; inactive = no such curve, though single readings can be large; an effect the other way counts as inactive or inconclusive. Unless noted, % is set by controls: 0 for no effect and ±100 for the full control effect.

Every second line gives: KCNH2 WT inh	KCNH2 3.1 inh	Coupling enz	USP2a block	B2AR arrestin	GALK inhibitor	uPA generation	PKM2 act	Giardia killer	Chronic BCR inh	Eya2 phos inh
> Cc1ccc(C(=O)CC2(O)C(=O)Nc3ccccc32)s1 (configuration not stated)
→ 3	-5	2	0%	0.0%	4%	-3%	9%	2	5%	14%
> CC(=O)Nc1ccc(C(=O)NC(C)c2ccc(-n3ccnc3)cc2)cc1 (configuration not stated)
→ 4	-9	.	0%	0.0%	-8%	16%	0%	18	0%	-3%
> COc1ccc(-c2cc3ccccc3oc2=O)cc1NC(=O)c1cccnc1
→ 1	-9	3	-2%	-0.8%	-1%	.	2%	-15	1%	-15%
> Cc1cc(NC(=O)c2cccc(S(=O)(=O)N3CCOCC3)c2)c2ccccc2n1
→ -12	1	-2	4%	-0.3%	4%	-14%	-5%	-11	-1%	13%
> COc1ccc2cc(CCNC(=O)c3ccc(Br)o3)c(=O)[nH]c2c1
→ 6	-2	1	7%	-0.2%	1%	-3%	-4%	-16	?	0%
> CC(NC(=O)C(C)(C)C)C(c1cccs1)N1CCOCC1 (configuration not stated)
→ -4	6	5	1%	-0.6%	2%	1%	-4%	-2	4%	8%
> COc1ccc2c(c1)nc(CN1CCN(CCO)CC1)n2C
→ -3	-2	-1	1%	-0.3%	-5%	?	-3%	-18	4%	-14%
> CC1CCCCC12NC(=O)N(CC(=O)N1CCN(S(=O)(=O)c3cccs3)CC1)C2=O (configuration not stated)
→ 2	6	.	-2%	-0.2%	.	1%	.	-9	5%	6%
> CN(C)S(=O)(=O)c1ccc2c(c1)C(=NO)c1cc(S(=O)(=O)N(C)C)ccc1-2
→ -8	9	2	5%	0.5%	10%	-1%	.	7	2%	5%
> COc1ccccc1NC(=O)CCCc1nc(-c2ccc(OC)c(OC)c2)no1
→ -10	-19	-1	5%	0.1%	1%	7%	-28%	-2	-2%	4%
> CC(=O)Nc1cccc(NC(=O)c2cc(Cl)ccc2Cl)c1
→ 2	3	1	3%	0.4%	-1%	-1%	13%	-3	?	9%
> CCC(=O)Nc1nnc(SCC(=O)NC2CCCC2)s1
→ 0	0	0	1%	-0.2%	5%	0%	.	-8	1%	-9%
> CCOC(=O)N1CCC(NC(=O)C2=CCN(S(=O)(=O)c3ccc(F)cc3)CC2)CC1
→ -1	7	4	-1%	-0.7%	1%	0%	0%	1	0%	-3%
> COc1ccccc1NC(=S)NC(=O)C(C)C
→ 3	-7	0	0%	0.4%	0%	-13%	7%	0	?	-7%
> COc1cc2[nH]cc(C(=O)NCCc3ccccc3)c(=O)c2cc1OC
→ -5	6	2	-1%	-0.8%	0%	.	-2%	-9	13%	7%
> O=C(Nc1cccc(S(=O)(=O)N2CCCC2)c1)c1cncc(Br)c1
→ 24	4	.	?	-0.2%	.	-7%	.	3	?	-28%
> COc1ccc(-c2nc(CN3CCC(C(=O)N4CCOCC4)CC3)c(C)o2)cc1OC
→ 3	2	.	-4%	0.5%	-5%	0%	.	5	1%	-1%
> NC(=O)C1CCN(C(=O)CCn2c(=O)oc3ccccc32)CC1
→ 3	0	.	0%	0.4%	.	-8%	.	4	-2%	4%
> COC(=O)c1[nH]c2cc(C)ccc2c1NC(=O)CN1CCc2cc(OC)c(OC)cc2C1
→ 5	1	0	-1%	0.5%	-1%	-12%	1%	-4	-3%	8%
> O=C(NCCCn1ccnc1)/C(=C\c1ccccc1F)NC(=O)c1ccccc1
→ -8	-10	-1	3%	-0.4%	-2%	0%	.	-18	0%	?

An excerpt from above in order of SMILES length, highest first.
Every second line gives: KCNH2 WT inh	KCNH2 3.1 inh	Coupling enz	USP2a block	B2AR arrestin	GALK inhibitor	uPA generation	PKM2 act	Giardia killer	Chronic BCR inh	Eya2 phos inh
> CC1CCCCC12NC(=O)N(CC(=O)N1CCN(S(=O)(=O)c3cccs3)CC1)C2=O (configuration not stated)
→ 2	6	.	-2%	-0.2%	.	1%	.	-9	5%	6%
> O=C(Nc1cccc(S(=O)(=O)N2CCCC2)c1)c1cncc(Br)c1
→ 24	4	.	?	-0.2%	.	-7%	.	3	?	-28%
> COc1cc2[nH]cc(C(=O)NCCc3ccccc3)c(=O)c2cc1OC
→ -5	6	2	-1%	-0.8%	0%	.	-2%	-9	13%	7%
> CCC(=O)Nc1nnc(SCC(=O)NC2CCCC2)s1
→ 0	0	0	1%	-0.2%	5%	0%	.	-8	1%	-9%
> COc1ccccc1NC(=S)NC(=O)C(C)C
→ 3	-7	0	0%	0.4%	0%	-13%	7%	0	?	-7%

(cont.)
Every second line gives: KCNH2 WT inh	KCNH2 3.1 inh	Coupling enz	USP2a block	B2AR arrestin	GALK inhibitor	uPA generation	PKM2 act	Giardia killer	Chronic BCR inh	Eya2 phos inh
> Cc1ccc(-n2c(C)nc3c(cnn3-c3ccc(C)c(C)c3)c2=O)cc1C
→ 4	5	-4	0%	0.1%	1%	1%	3%	-27	-6%	0%
> O=C(c1cnsn1)N1CCN(c2ccccc2)CC1
→ -20	9	6	.	.	0%	-1%	2%	-6	.	.
> CCOC(=O)c1ccccc1NC(=O)CSc1ccc(-c2cccnc2)nn1
→ 2	6	8	-7%	0.0%	1%	-2%	-11%	0	-15%	0%
> OCC[C@H]1C[C@@H](O)[C@H](O)[C@]2(OCc3ccccc32)O1
→ -3	-89*	.	-5%	-0.6%	.	4%	.	1	8%	-8%
> Cc1ccc(C2C(C#N)=C(N)SC(N)=C2C#N)cc1
→ 2	-2	-16	3%	-0.2%	-8%	-1%	-1%	5	?	-5%
> COc1ccc([N+](=O)[O-])cc1NC(=O)c1ccc(N(Cc2ccccc2C)S(C)(=O)=O)cc1
→ -4	2	7	-7%	-0.3%	-1%	13%	-4%	-6	5%	1%
> CCc1ccccc1NC(=O)C1CCN(S(=O)(=O)c2ccc3c(c2)N(C(C)=O)CCO3)CC1
→ -1	9	-1	4%	-0.2%	-2%	1%	.	8	1%	-9%
> Cc1ccc(NC(=S)N(C)C(c2ccccc2)c2ccccc2)cc1C
→ -6	-17	0	-11%	0.4%	4%	?	.	-1	?	9%
> Cc1ccc2[nH]c(C(=O)N3CCN(c4cccc(Cl)c4)CC3)cc2c1
→ 0	-15	0	-1%	4.3%	7%	-1%	-1%	-11	2%	5%
> COc1ccc(CC(=O)NCCCSc2ccccc2)cc1OC
→ -3	6	.	2%	-0.1%	-6%	-1%	-4%	4	4%	-4%
> Oc1ccccc1-c1nc2cnccn2c1Nc1ccc2c(c1)OCCO2
→ -11	-1	0	3%	0.6%	-3%	1%	3%	11	?	-30%
> Cc1ccccc1NC(=O)NCCc1c[nH]c2ccccc12
→ -1	9	2	2%	-1.1%	7%	-1%	4%	25	?	-1%
> CC(=O)N1CCc2cc(S(=O)(=O)N3CCOCC3)ccc21
→ 9	-8	2	3%	-1.0%	4%	0%	-1%	-5	-11%	11%
> Cc1cc2n(n1)C(c1cccs1)Nc1ccccc1-2 (configuration not stated)
→ 11	-11	2	0%	-0.2%	-1%	-7%	8%	8	5%	-3%
> COc1ccc(S(=O)(=O)N(C)Cc2ccc3c(c2)OCCO3)cc1
→ -2	-3	.	2%	-0.1%	.	-4%	.	-12	?	10%
> CCN1C(=S)N[C@@H](c2cccc(F)c2)C(C(=O)OC)=C1C
→ -10	-5	1&2	2%&3%	0.5%&0.5%	.	4%	-2%&0%	-15	?	3%&1%
> O=C(/C=N/O)Nc1ccccc1C(=O)O
→ -4	18	-2	-2%	0.4%	-3%	1%	0%	-3	?	18%
> CC(C)Oc1ccc(C(=O)N(CN2CCCC2=O)c2ccc(F)cc2)cc1
→ 5	-2	-1	2%	0.4%	2%	-6%	-7%	6	0%	38%
> COc1ccc(-c2csc(/C(C#N)=C\c3ccc(O)c([N+](=O)[O-])c3)n2)cc1OC
→ 4	14	6	-7%	-0.4%	2%	4%	3%	?	0%	18%
> COc1ccc(C(=O)O)cc1NC(=S)NC(=O)c1ccc(-c2ccc(Cl)cc2)o1
→ -2	19	4	3%	0.5%	-7%	0%	8%	-1	-12%	9%
